Source: PubChem (The Scripps Research Institute Molecular Screening Center)
ARFGAP1 inh: inhibitors of rat ARFGAP1 GAP activity, primary screen, biochemical, fluorescence polarization, GDP tracer; Arfgap1-stimulated ARF1 GTP hydrolysis, GDP FP detection; inhibition, % at 16.5 µM; 0.26% of 360,000 active; ADP-ribosylation factor GTPase-activating protein 1 (Rattus norvegicus), Q62848;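 active = inhibition above a per-plate limit, mean inhibition of low control wells plus 3 SD, cut at about 25% in these data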;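 note: 0% = DMSO wells with enzyme and 100% = wells lacking Arfgap1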
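Replicates: Single well per compound | Assay system: Truncated rat Arfgap1 GAP domain | Control set: No-Arfgap1 wells (100%) versus DMSO full-reaction wells (0%) | Times: Enzyme reaction 120 min at 25 °C after 20 min preincubation | Reagent: Human ARF1(Δ1-17)-GTP substrate | Measured by: Tracer-displacement fluorescence polarization with EDTA stop, 620/688 nm | Measure: Percent inhibition of Arfgap1-stimulated GTP hydrolysis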
DDE Tn7 FP inh: inhibitors of Tn7 peptide binding to fibrin DD(E), primary screen, biochemical, fluorescence polarization, human fibrin, Tn7 probe; Fibrinogen beta chain (Homo sapiens), P02675; FP displacement of FITC-Tn7 peptide from fibrin DD(E); 0% = median of compound wells per plate; inhibition, % at 8.3 µM; 0.13% of 370,000 active;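 active = inhibition above the mean of compounds falling within the control limits plus 3 SD of them, cut at about 14% in these data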;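 note: 0% = plate median of compound wells and 100% = 10 µM Aha-Tn7 peptide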
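Assay system: Human clot-derived fibrin DD(E) complex | Buffer or medium: Tris/NaCl/CaCl2 buffer, pH 7.8 | Repeats: One replicate per compound | Benchmarks: Aha-Tn7 high control | Measure: % inhibition scaled between sample-field median and high-control FP | Schedule: 10 min plus 3 h, room temperature | Signal: Fluorescence polarization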
MBD2 inh: inhibitors of MBD2 binding to methylated DNA, primary screen, biochemical, TR-FRET, DNA-binding domain, human. Methyl-CpG-binding domain protein 2 (Homo sapiens), Q9UBB5. MBD2 binding to methylated oligonucleotide. inhibition, % at 4.4 µM. 0.31% of 370,000 active. AID 686964, 2013; in the data active = inhibition above about 13%
PLC-gamma1 inh: PLC-gamma1 enzyme inhibitors, primary screen, biochemical, fluorescence, purified enzyme. AID 720700, 2013. inhibition, % at 12.2 µM. 0.84% of 370,000 active. 1-phosphatidylinositol 4,5-bisphosphate phosphodiesterase gamma-1 (Homo sapiens), P19174. fluorogenic substrate; in the data active = inhibition above about 9.5%
Target sequence (P19174 whole entry, looked up): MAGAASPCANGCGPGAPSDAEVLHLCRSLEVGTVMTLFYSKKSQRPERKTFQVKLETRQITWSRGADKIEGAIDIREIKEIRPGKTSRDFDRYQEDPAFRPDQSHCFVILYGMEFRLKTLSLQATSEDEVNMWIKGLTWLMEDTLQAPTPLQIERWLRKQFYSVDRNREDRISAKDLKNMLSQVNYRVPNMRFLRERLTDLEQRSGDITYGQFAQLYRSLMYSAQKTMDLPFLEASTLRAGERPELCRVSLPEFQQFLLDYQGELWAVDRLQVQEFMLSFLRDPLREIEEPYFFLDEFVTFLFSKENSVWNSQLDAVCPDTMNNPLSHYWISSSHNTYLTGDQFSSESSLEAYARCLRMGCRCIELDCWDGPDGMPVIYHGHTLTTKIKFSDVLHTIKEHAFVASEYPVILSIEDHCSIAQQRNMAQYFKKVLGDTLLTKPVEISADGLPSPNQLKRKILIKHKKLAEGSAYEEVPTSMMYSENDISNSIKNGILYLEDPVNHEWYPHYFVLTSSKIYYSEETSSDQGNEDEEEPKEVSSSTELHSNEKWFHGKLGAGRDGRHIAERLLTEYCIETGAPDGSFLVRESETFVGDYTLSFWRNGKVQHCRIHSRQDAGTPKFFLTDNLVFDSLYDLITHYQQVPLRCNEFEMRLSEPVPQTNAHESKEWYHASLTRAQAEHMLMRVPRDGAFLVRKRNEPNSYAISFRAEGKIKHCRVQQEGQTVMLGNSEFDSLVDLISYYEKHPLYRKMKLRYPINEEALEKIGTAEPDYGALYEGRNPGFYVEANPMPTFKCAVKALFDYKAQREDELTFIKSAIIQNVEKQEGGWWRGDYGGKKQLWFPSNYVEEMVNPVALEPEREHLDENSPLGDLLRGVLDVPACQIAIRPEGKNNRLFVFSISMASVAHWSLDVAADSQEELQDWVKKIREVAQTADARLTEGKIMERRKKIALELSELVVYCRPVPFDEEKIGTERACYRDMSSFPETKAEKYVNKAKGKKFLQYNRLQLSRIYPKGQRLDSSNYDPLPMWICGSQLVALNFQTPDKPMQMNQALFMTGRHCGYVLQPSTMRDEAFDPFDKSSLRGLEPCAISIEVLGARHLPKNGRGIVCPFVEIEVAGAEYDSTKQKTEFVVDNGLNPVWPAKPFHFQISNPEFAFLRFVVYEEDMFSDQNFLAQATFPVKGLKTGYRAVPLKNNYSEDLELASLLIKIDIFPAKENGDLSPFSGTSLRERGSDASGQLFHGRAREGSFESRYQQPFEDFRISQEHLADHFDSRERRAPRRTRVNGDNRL
ADAM17 inh: ADAM17 inhibitors, primary screen, biochemical, QFRET | Disintegrin and metalloproteinase domain-containing protein 17 (Homo sapiens), P78536 | recombinant ADAM17, EDANS/DABCYL FRET peptide cleavage | inhibition, % at 6.95 µM | 0.83% of 370,000 active;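 active = inhibition above the mean of compounds lying between control limits plus 3 SD, set per campaign, cut at about 8.5% in these data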;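 note: 0% = DMSO-only wells as the low control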
PLC-beta3 inh: human PLC-beta3 inhibitors, primary screen, biochemical, fluorescence | Purified PLC-beta3, fluorogenic substrate | AID 720704, 2013 | 0.18% of 370,000 active | inhibition, % at 12.2 µM | 1-phosphatidylinositol 4,5-bisphosphate phosphodiesterase beta-3 (Homo sapiens), Q01970; in the data active = inhibition above about 11%;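 note: 0% = median of compound wells on plate and 100% = full blocker control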
Tn6 DDE FP: inhibitors of Tn6 peptide binding to fibrin DD(E), primary screen, biochemical, fluorescence polarization, human fibrin, Tn6 probe; inhibition, % at 8.3 µM; 0.21% of 370,000 active; Fibrin DD(E) TRITC-Tn6 fluorescence polarization displacement;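 active = inhibition above a per-campaign cutoff: mean of compounds within control limits plus 3 SD, cut at about 15% in these data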;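 note: 0% = median of all compound wells on the plate and 100% = blocking peptide control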
UHRF1 binding: UHRF1 methylated DNA binding inhibitors, primary screen, counter-screen for MBD2 inhibitor project, biochemical, TR-FRET, human UHRF1, single concentration; E3 ubiquitin-protein ligase UHRF1 (Homo sapiens), Q96T88; UHRF1 binding to methylated oligo; inhibition, % at 4.4 µM; AID 687016, 2013; 0.75% of 370,000 active; in the data active = inhibition above about 21%;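 note: UHRF1 SRA domain binding a hemimethylated CpG hairpin DNA probe; 0% = median of test compound wells and 100% = reference inhibitor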
ASAP1 inh: inhibitors of human ASAP1 ArfGAP activity, primary screen, biochemical, fluorescence polarization. Arf-GAP with SH3 domain, ANK repeat and PH domain-containing protein 1 (Homo sapiens), …. ASAP1-stimulated ARF1 GTP hydrolysis, GDP FP detection. inhibition, % at 16.5 µM. 0.19% of 360,000 active. AID 624377, 2012; in the data active = inhibition above about 25%;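 note: 0% = vehicle with enzyme and substrate and 100% = no enzyme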
KLK7 zymogen act: proKLK7 zymogen activators, primary screen, biochemical, fluorescence intensity. Kallikrein-7 (Homo sapiens), P49862. purified proKLK7, EDANS-DABCYL substrate fluorescence; 100% is mature enzyme control, 0% vehicle. activation, % at 7 µM. 0.9% of 370,000 active. AID 652039, 2013;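 active = activation above the mean of all tested compounds plus 3 SD, computed per campaign excluding outliers beyond control limits, cut at about 13% in these data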
Numbers without * were called inactive; i = inactive; nt = not tested or not shown.

SMILES | ARFGAP1 inh | DDE Tn7 FP inh | MBD2 inh | PLC-gamma1 inh | ADAM17 inh | PLC-beta3 inh | Tn6 DDE FP | UHRF1 binding | ASAP1 inh | KLK7 zymogen act
CCOc1ccc(C(=O)NC(C(=O)N2CCC2)C(C)C)cc1 (stereo unspecified) | -9.4 | 1.3 | -0.9 | 1.2 | 0.5 | -1.7 | -0.3 | -0.7 | -8.8 | 0.4
Clc1ccc(C(c2ccccc2)N2CCN(c3ccccn3)CC2)cc1 (stereo unspecified) | -3.9 | -3.9 | 0.4 | -0.1 | -7.9 | -5.7 | 3.5 | -1.7 | 2.8 | 0.0
CSCCC1NC(=O)N(C(C)C(=O)Nc2cc(Cl)cc(Cl)c2)C1=O (stereo unspecified) | 5.1 | 0.2 | 5.5 | -1.4 | -2.7 | -6.8 | -1.0 | 23.9* | 7.8 | -0.6
COCCn1cnc2c(c1=O)c1nc3ccccc3nc1n2/N=C/c1ccco1 | 2.3 | 10.3 | 2.1 | -4.7 | -8.1 | -18.0 | 2.2 | 2.7 | -6.4 | 0.7
COc1ccc(CSc2nnc(SCc3ccccc3)s2)cc1 | nt | -3.7 | 0.8 | -1.9 | 2.1 | -0.6 | 2.6 | -0.5 | nt | -0.2
COc1ccccc1CN1CC(C(=O)NCCCCc2ccccn2)CCC1=O (stereo unspecified) | 1.6 | -2.4 | 0.1 | 0.4 | 0.0 | 1.4 | 1.3 | -0.9 | -8.1 | 0.5
CC(=O)Nc1ccc(NC(=O)CCc2nc3sc4c(c3c(=O)[nH]2)CCCC4)cc1 | -3.5 | -1.9 | 1.8 | -4.5 | -2.8 | -13.2 | -2.3 | 0.5 | 5.2 | 0.3
CCOC(=O)c1nn(-c2ccccc2)c2nc(Nc3ccccc3)cc(=O)n12 | 6.2 | -2.5 | 1.9 | -8.9 | -4.7 | -9.0 | -9.3 | 0.5 | -0.3 | -0.7
Cc1cccc(N2CCN(C(C(=O)NCc3ccccc3)c3ccc(C(F)(F)F)cc3)CC2)c1C (stereo unspecified) | 1.4 | 6.6 | 2.1 | 0.2 | -4.0 | 4.0 | 3.2 | -0.1 | -0.3 | 0.3
Brc1cc(Cc2nnc(-c3ccccc3)o2)c(Br)s1 | -0.7 | -10.0 | -3.2 | 2.5 | 1.3 | -1.0 | -6.1 | 0.0 | 4.9 | -0.6
COc1ccc(COCC(O)CN2CCC(C(N)=O)CC2)cc1OC (stereo unspecified) | -17.5 | -2.5 | -4.8 | 1.4 | 1.7 | 2.6 | -3.6 | -5.3 | 0.7 | 0.1
CC(C)(O)C#Cc1ccc(C(=O)N2CCCC(CCC(=O)NCc3ccccc3F)C2)cc1 (stereo unspecified) | -2.5 | -0.6 | 3.0 | 1.8 | -4.7 | -4.7 | -4.8 | -3.1 | 9.0 | -0.3
Cc1ccc(Cn2c(=O)c3ccccc3n3nc(C)cc23)cc1 | -7.9 | -5.3 | -2.4 | -1.9 | 1.9 | -6.0 | -6.0 | 0.2 | -3.0 | -0.3
CC(=O)Nc1ccc(S(=O)(=O)N2CCc3c(Cl)cccc3C2)cc1 | -11.6 | -3.2 | 3.1 | -1.2 | -0.8 | -2.8 | 1.9 | 0.7 | -7.0 | -0.9
COc1cc2cc(C(C)(C)O)oc(=O)c2cc1OC | 1.5 | 2.2 | -0.1 | 0.6 | -3.5 | 5.0 | -2.3 | 0.4 | 6.4 | 0.5

In a second layout: 2 of the compounds above
structure	ARFGAP1 inh	DDE Tn7 FP inh	MBD2 inh	PLC-gamma1 inh	ADAM17 inh	PLC-beta3 inh	Tn6 DDE FP	UHRF1 binding	ASAP1 inh	KLK7 zymogen act
CC(C)(O)C#Cc1ccc(C(=O)N2CCCC(CCC(=O)NCc3ccccc3F)C2)cc1 (stereo unspecified)	-2.5	-0.6	3.0	1.8	-4.7	-4.7	-4.8	-3.1	9.0	-0.3
COc1ccccc1CN1CC(C(=O)NCCCCc2ccccn2)CCC1=O (stereo unspecified)	1.6	-2.4	0.1	0.4	0.0	1.4	1.3	-0.9	-8.1	0.5

More entries:
SMILES | ARFGAP1 inh | DDE Tn7 FP inh | MBD2 inh | PLC-gamma1 inh | ADAM17 inh | PLC-beta3 inh | Tn6 DDE FP | UHRF1 binding | ASAP1 inh | KLK7 zymogen act
S=C(Nc1ccc2cn[nH]c2c1)Nc1ccccc1Cl | 16.3 | 5.1 | -3.8 | -1.4 | -10.1 | -2.7 | -3.0 | -1.9 | 3.6 | 0.3
O=C(NC1CCCCC1)c1sc(=S)n2c1[nH]c(=O)c1ccccc12 | 1.9 | -6.8 | 2.1 | -11.5 | 0.7 | -0.3 | 0.6 | -4.7 | -4.0 | -0.5
CC(=O)Nc1cccc(NC(=O)CSc2nccn2Cc2ccc(F)cc2)c1 | 4.2 | -2.4 | 1.2 | 2.7 | 2.7 | -3.1 | -10.0 | -0.8 | -2.9 | 0.3
COc1ccc2c(c1)C(=NNC(=O)c1ccccn1)c1cc(OC)ccc1-2 | -14.2 | 11.3 | 0.6 | -0.9 | -3.2 | 0.1 | 4.5 | 0.4 | -15.3 | 0.1
CCc1nnc(NC(=O)c2cc(-c3ccccn3)nc3ccc(Br)cc23)s1 | -2.0 | 3.6 | 4.7 | -2.6 | -2.5 | -7.9 | 3.0 | -1.0 | -4.8 | -0.1
Cc1cccc(CSc2nc3c(cc2C#N)CCC3)c1 | -3.5 | 6.0 | -3.7 | 0.1 | -0.3 | 0.0 | 2.2 | 0.3 | -5.9 | -0.6
CN(/C=C/C(=O)C(F)(F)F)Cc1ccccc1 | 11.1 | -2.6 | -3.2 | 5.3 | 3.5 | 2.2 | 7.5 | 0.2 | -3.0 | -0.4
O=C1NC(Cc2ccccc2)c2nc3cc(Cl)ccc3c(=O)n2-c2ncccc21 (stereo unspecified) | 5.9 | 1.2 | -0.1 | -2.3 | -3.3 | 0.1 | -1.6 | -3.9 | 6.5 | 0.0
Oc1c(CN2CCCCC2)ccc2cccnc12 | -1.0 | 6.0 | -1.3 | -6.2 | 1.4 | -3.9 | 0.7 | -5.9 | -6.5 | -1.3
COc1ccc(CCC(C)NC(=O)CCc2ccccc2)c(OC)c1 (stereo unspecified) | -11.1 | 1.7 | -1.5 | -1.0 | -2.1 | 2.1 | -0.6 | -1.1 | 4.3 | -0.3
COC(=O)C1=C(C)NC(C)=C(C(=O)OC)C1c1cc2cc(C)ccc2[nH]c1=O | -6.0 | -5.7 | 0.7 | -185.6 | -71.7 | -212.3 | -1.1 | 0.7 | 10.8 | 4.6
O=C(Nc1cccc(C(F)(F)F)c1)OC1CC2CC1[C@H]1CCCCN1[C@H]2Cc1ccccc1 (stereo partly specified) | nt | 0.6 | 2.8 | -3.1 | -2.1 | -3.4 | -0.1 | 3.3 | nt | -0.5
C=CCNC(=S)Nc1ccc(Cl)cc1 | -15.3 | -2.8 | -3.7 | -2.3 | -0.8 | -0.5 | 7.4 | -0.4 | -10.3 | 0.3
CCCCn1ccnc1C | 6.5 | 13.4 | 3.9 | 0.6 | 0.6 | -2.8 | -4.9 | -0.6 | 0.9 | 0.0
Cc1cc(C)c(NC(=O)COC(=O)C2CCCO2)c(C)c1 (stereo unspecified) | 19.8 | -3.7 | -5.4 | 2.2 | 3.3 | 2.8 | 3.1 | 0.6 | 8.7 | -0.4
COC(=O)c1ccc(NC(=O)C2CCCN2S(=O)(=O)c2ccc(F)cc2)cc1 (stereo unspecified) | 6.5 | 5.3 | 0.8 | 1.5 | -3.4 | 3.5 | -7.0 | -1.8 | -14.8 | 0.7
COc1cc(/C=C2\N=C3CCCCCN3C2=O)ccc1O | 2.2 | -3.0 | -13.0 | -9.2 | 0.3 | -10.0 | 2.9 | -9.6 | -1.9 | 0.2
COc1ccc(N2CCN(c3cnc4ccccc4n3)CC2)cc1 | -11.3 | -1.1 | 1.0 | -5.5 | 3.1 | -3.2 | 4.7 | -1.8 | -4.9 | -0.1
O=C(NNS(=O)(=O)c1ccccc1)C1CC(c2cccnc2)=NO1 (stereo unspecified) | -5.4 | 4.5 | 0.2 | -1.6 | -1.0 | -0.9 | 1.5 | -0.5 | 3.9 | 0.1
COc1cccc(Nc2nc(NCCO)c3ccccc3n2)c1 | 0.8 | 0.8 | 5.3 | -7.4 | -8.9 | -8.2 | -7.0 | 3.1 | 9.6 | -0.9
O=C(O)CCCn1c(O)c(C=C2N=c3ccccc3=N2)sc1=S | -5.1 | 4.7 | -8.3 | -28.6 | -11.8 | -42.4 | 7.5 | -6.7 | 1.2 | 0.6
COc1ccc2c(C#CCCO)c(-c3ccc(S(C)(=O)=O)cc3)sc2c1 | 10.2 | 4.5 | 8.5 | i | i | i | -4.5 | 11.6 | -5.9 | -192.3
C1CCN(c2c3c(nc4nnnn24)CCCC3)CC1 | 0.2 | 1.3 | -0.2 | 2.2 | -0.5 | 6.5 | 3.7 | 0.8 | 5.3 | 0.5
Cc1ccc(S(=O)(=O)N2[C@@H](c3cccc(Cl)c3)C(C(=O)O)=CC[C@H]2c2ccc3c(c2)OCO3)cc1 | 0.4 | -3.7 | 3.3 | 0.5 | 0.8 | 2.0 | 3.7 | -1.0 | 7.6 | 0.6
Cc1ccc(Nc2nc(N)nc(CSc3nnc(-c4ccncc4)o3)n2)cc1 | -5.3 | -8.7 | -1.3 | 2.2 | -5.9 | 0.2 | -2.6 | -1.5 | -0.1 | -0.3
C#CCOCCOCCOCCNc1nc(N2CCN(C(=O)[C@H]([C@@H](C)CC)n3cc(CCCCN)nn3)CC2)nc(N2CCN(C(=O)[C@H](CCCCN)n3cc(CCCC)nn3)CC2)n1 | 7.5 | -1.3 | 4.4 | 3.1 | -1.5 | 4.1 | 2.5 | 12.9 | -4.2 | 0.3
Cc1ccc(O)c(C(C)c2c[nH]c3ccccc23)c1 (stereo unspecified) | nt | 10.7 | 0.8 | -1.0 | 2.1 | -1.0 | 8.0 | 0.1 | nt | -0.2
CSc1nc(-c2ccco2)nn1C(=O)c1ccco1 | -1.0 | -2.3 | -5.2 | 0.4 | 0.8 | 3.0 | 8.8 | -1.1 | 4.3 | -0.4

Compounds as they come; 4.1% or so of the library scored in one or more.
